RORg inh – qHTS for inhibitors of ROR gamma transcriptional activity; Drosophila S2 Gal4-RORgamma UAS-luciferase reporter, 20 h; Potency, µM (series often up to 53.6 µM), inactives show at the highest dose activity change, negative = inhibition, usual class: inhibitors; hit rate 5.4% among 310,000; AID 2551, 2010; also: potency is read from the fitted curve at half-maximal effect; % is scaled to controls: 0 for no effect and ±100 for the full control effect; nearly all actives have a fitted effect of over 60% in size
Target sequence (P51450 whole entry, looked up, the tested form may be a part): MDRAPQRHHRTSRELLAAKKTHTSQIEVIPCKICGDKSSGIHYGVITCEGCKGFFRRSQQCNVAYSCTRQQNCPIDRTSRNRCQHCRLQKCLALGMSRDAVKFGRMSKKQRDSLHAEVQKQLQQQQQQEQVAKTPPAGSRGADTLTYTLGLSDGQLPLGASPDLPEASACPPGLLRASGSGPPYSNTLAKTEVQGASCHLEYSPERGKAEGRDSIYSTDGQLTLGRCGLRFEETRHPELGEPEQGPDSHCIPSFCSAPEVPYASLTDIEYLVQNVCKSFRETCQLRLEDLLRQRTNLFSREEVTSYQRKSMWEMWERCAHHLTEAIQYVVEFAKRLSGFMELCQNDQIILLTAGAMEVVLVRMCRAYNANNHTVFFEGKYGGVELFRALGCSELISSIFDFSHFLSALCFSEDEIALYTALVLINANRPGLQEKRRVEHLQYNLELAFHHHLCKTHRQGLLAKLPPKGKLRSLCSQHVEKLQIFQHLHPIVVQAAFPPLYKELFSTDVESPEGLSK
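Luciferase reporter read in Schneider cells carrying Gal4-RORγ (mouse) and UAS-Photinus luciferase; cells given compound 1 h before 700 uM copper sulfate induction, then incubated 20 h at ambient temperature.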
BRCA1 expr act – qHTS Assay to Identify Small Molecule Activators of BRCA1 Expression. MCF7-BRCA1-FFLuc reporter, luminescence, 48 h; response scale: scaled: vehicle 0%, 10 µM genistein 100%. Potency, µM (titrated, usually from 46.1 µM), for the others: top-dose activation, most hits filed as activators. hit rate 1.1% among 380,000; also: potency is read from the fitted curve at half-maximal effect; nearly all actives have a fitted effect of over 80% in size; some results filed as inactive show a strong effect at the top dose
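MCF7-BRCA1-FFLuc cells, 2000/well in phenol-red-free MEM, attached 2 h then treated 48 h at 37 C. Luciferase luminescence read 15 min after reagent; normalized to genistein maximum activation (10microM) and DMSO, concentration-response fitted.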
FLuc counter – qHTS profiling assay for firefly luciferase inhibitor/activator using purifed enzyme and Km concentrations of substrates (counterscreen for miR-21 project). purified FLuc, Km substrates, luminescence inhibition. Potency, µM (doses to about 57.5 µM), for the others: top-dose activity change, negative = inhibition, actives largely listed as inhibitors. Luciferin 4-monooxygenase (Photinus pyralis), P08659. hit rate 6.9% among 360,000;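 also: potency is read from the fitted curve at half-maximal effect; plate controls were vehicle for no effect and reference inhibitor for full effect; nearly all actives have a fitted effect of over 55% in size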
Target sequence (P08659 whole entry, looked up): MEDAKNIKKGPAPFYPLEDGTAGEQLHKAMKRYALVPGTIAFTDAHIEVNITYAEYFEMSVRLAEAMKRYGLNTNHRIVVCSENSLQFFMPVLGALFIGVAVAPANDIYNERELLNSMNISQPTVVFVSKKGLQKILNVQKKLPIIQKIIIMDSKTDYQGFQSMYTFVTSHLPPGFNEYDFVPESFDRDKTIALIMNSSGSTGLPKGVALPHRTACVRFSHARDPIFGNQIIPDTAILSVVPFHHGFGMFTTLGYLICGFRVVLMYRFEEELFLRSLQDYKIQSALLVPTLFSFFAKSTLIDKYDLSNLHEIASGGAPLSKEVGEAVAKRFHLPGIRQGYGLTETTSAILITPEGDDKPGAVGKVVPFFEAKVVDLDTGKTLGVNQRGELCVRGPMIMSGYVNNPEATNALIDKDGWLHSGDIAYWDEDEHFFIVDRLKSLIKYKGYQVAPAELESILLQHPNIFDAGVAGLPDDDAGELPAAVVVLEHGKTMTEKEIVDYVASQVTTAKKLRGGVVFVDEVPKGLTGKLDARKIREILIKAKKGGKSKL
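Purified P. pyralis luciferase (10nM final) with 10uM D-luciferin and 10uM ATP (Km levels) in 50mM Tris acetate pH 7.5, 10mM Mg acetate, 0.01% Tween-20, 0.05% BSA; qHTS 6-point titration, ~60 µM downward; luminescence read.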
NPC1 promoter act – qHTS Assay for NPC1 Promoter Activators | Huh7 NPC1 promoter luciferase reporter, 24 h | Potency, µM (series often up to 9.22 µM), inactives show top-dose activation, hits mostly activators | hit rate 2.4% among 320,000 | AID 485313, 2010;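 also: potency is read from the fitted curve at half-maximal effect; % of control where 0% means no effect; nearly all actives have a fitted effect of over 60% in size; reporter is driven by a mutant NPC1 promoter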
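Luminescence from an NPC1 promoter-driven luciferase reporter in stably transfected Huh7 cells was measured after 24 h compound treatment at 37 °C, followed by 10 min ambient incubation with luciferase detection reagent.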
Rab9 prom act – qHTS Assay for Rab9 Promoter Activators | Potency, µM (highest dose often 9.22 µM), without a hit: at the top dose activation, negative = inhibition, usual class: activators | hit rate 2.8% among 320,000 | Huh7 Rab9 promoter-luciferase reporter, luminescence, 24 h; also: potency is read from the fitted curve at half-maximal effect; % of control where 0% means no effect; nearly all actives have a fitted effect of over 60% in size
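Cells were plated at 1500 per well in reduced-serum medium with 10% FBS and left 2 h. Compound in DMSO was then added for 24 h at 37 °C. Reporter signal was read by luminescence after 10 min with luciferase detection reagent.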
VP16 counter – VP16 counterscreen qHTS for inhibitors of ROR gamma transcriptional activity. hit rate 3.5% among 310,000. Potency, µM (highest dose often 53.6 µM), without a hit: at the highest dose activity, negative = inhibition, usual class: inhibitors. Drosophila S2 Gal4-VP16 UAS-luciferase, luminescence, 20 h;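 also: Gal4-VP16 expression switched on by copper sulfate through the metallothionein promoter; potency is read from the fitted curve at half-maximal effect; % is scaled to controls: 0 for no effect and ±100 for the full control effect; nearly all actives have a fitted effect of over 50% in size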
Menin-MLL TR inh – qHTS Assay for Inhibitors Targeting the Menin-MLL Interaction in MLL Related Leukemias: Competition With Texas Red Labeled MLL-derived Mutant Peptide. O00255. Menin + Texas Red MLL mutant peptide, fluorescence polarization. Potency, µM (highest dose often 61.6 µM), for the others: at the top dose FP activity change, negative = inhibition, hits mostly inhibitors. hit rate 0.23% among 270,000; active = well fitted inhibition curve with a large enough effect in the polarisation, with a control signal flat, not every such curve was filed as active; inconclusive = small, poorly fitted or top-dose-only effect, or effect the other way, or a change in a side signal; inactive = no such curve, though single readings can be large or run the other way; the % refers to the polarisation; also: potency is read from the fitted curve at half-maximal effect; % of control where 0% means no effect; many of its hits are not listed in these tables
ELG1 genotoxic – qHTS screen for small molecules that induce genotoxicity in human embryonic kidney (HEK293T) cells expressing luciferase-tagged ELG1 | Potency, µM (top dose mostly 46 µM), for the others: top-dose activity change, positive = activation, usual class: activators | hit rate 1.3% among 330,000 | HEK293T ELG1-luciferase reporter, luminescence, 16 h | AID 504466, 2011; also: potency is read from the fitted curve at half-maximal effect; % of control where 0% means no effect; nearly all actives have a fitted effect of over 60% in size
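ELG1-luciferase HEK293T cells, 2,000/well; compound pinned in; 16 hr, 37 °C, 5% CO2; ONE-Glo, 30 min RT; luminescence on CCD imager.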
Giardia kill – Small Molecules that selectively kill Giardia lamblia: qHTS. Giardia lamblia trophozoite viability. activity change, % at 7.66 µM, hits read low. hit rate 0.15% among 340,000. AID 540267, 2011; in the data active = activity change below about -80%; inconclusive = between about -30% and that limit;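 also: parasites exposed to compound for two days anaerobically before the ATP read; % is scaled to controls: 0 for no effect and ±100 for the full control effect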
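Giardia lamblia trophozoites (100 cells/well) were incubated with compounds for 48 h at 37 deg C under anaerobic conditions. Viability was read as ATP content by one-step luminescence after 15-30 min at room temperature.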
p53 reactivation – qHTS assay for re-activators of p53 using a Luc reporter; H1299 p53-A138V BP100-luciferase reporter, luminescence, 24 h; Potency, µM (doses to about 92.2 µM), without a hit: at the top dose activity change, positive = activation, hits mostly activators; hit rate 0.063% among 320,000; AID 504706, 2011; also: potency is read from the fitted curve at half-maximal effect; % of control where 0% means no effect; nearly all actives have a fitted effect of over 45% in size
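p53-null H1299 cells stably carrying temperature-sensitive p53-A138V and a BP100-luciferase reporter were pinned with compounds (4-point, 1:5 series) and held 24 hrs at 37 deg C. Luminescence was read 10 min after detection reagent.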
PKM2 act – qHTS Assay for Activators of Human Muscle isoform 2 Pyruvate Kinase | Pyruvate kinase PKM (Homo sapiens), P14618 | purified PKM2, Kinase-Glo ATP luminescence, activation; response scale: 0% is enzyme alone, no compound | Potency, µM (series often up to 57.5 µM), inactives show at the highest dose activation, most hits filed as activators | hit rate 0.34% among 260,000 | AID 1631, 2009; also: potency is read from the fitted curve at half-maximal effect; % is scaled to controls: 0 for no effect and ±100 for the full control effect; nearly all actives have a fitted effect of over 55% in size
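hPK-M2, >95% pure; 0.1 mM ADP / 0.5 mM PEP final; imidazole pH7.2 buffer w/ 7 mM MgCl2, 50 mM KCl; 1 h RT; Kinase-Glo lum. Intermediate enzyme activity for dual inhibitor/activator qHTS.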
The depositor's hits bear a star; ? = inconclusive; / = not tested or not shown; & = joins results of further samples; [ ] = another dose, or the depositor's remark. Unless noted, calls follow the shape of the dose curve; as a rule, active = well fitted curve in the direction sought with a large enough effect; inconclusive = small, poorly fitted or top-dose-only effect, or another doubt; inactive = no such curve, though single readings can be large; an effect the other way counts as inactive or inconclusive.

SMILES	RORg inh	BRCA1 expr act	FLuc counter	NPC1 promoter act	Rab9 prom act	VP16 counter	Menin-MLL TR inh	ELG1 genotoxic	Giardia kill	p53 reactivation	PKM2 act
CCCC(C)NC(=O)CN(c1ccc2c(c1)OCCO2)S(=O)(=O)c1ccccc1 (stereo not drawn)	/	0%	7%	-1%	5%	/	0%	-7%	-17	/	2%
COc1ccc(/C=C/c2c([N+](=O)[O-])c(=O)n(C)c(=O)n2C)c(OC)c1	-19%	-63%	-4%	-1%	-2%	-11%	1%	5%	8	-2%	0%
COc1ccc(-c2c(=O)n(OC)c3ccccc3[n+]2[O-])cc1OC	5%	5%	-3%	-4%	12%	-13%	-23%	1%	3	5%	/
CC(C)C(=O)Nc1ncc(Cc2ccccc2Cl)s1	?	12%	5%	-6%	1%	5%	25%	1%	6	1%	-1%
CCn1c(NC(=O)c2ccco2)c(-c2ccccc2Cl)c(=O)c2ccccc21	12%	1%	7%	-5%	16%	-11%	17%	-1%	22	-6%	2%
O=S(=O)(NC1CCCCC1Oc1ccccc1)c1ccccc1 (stereo not drawn)	21%	-51%	0%	0%	-7%	7%	-11%	1%	-21	-5%	-2%
CCOC(=O)C1=C(c2ccccc2)Nc2ncnn2C1c1cc(OC)ccc1OC (stereo not drawn)	31%[0.365 µM]	1%	-1%	8%	-5%	/	7%	11%	2	-8%	1%
CCn1c(SCc2ccc(C)cc2)nnc1-c1nn(-c2ccccc2)ccc1=O	-21%	-40%	-5%	-1%	0%	-1%	-26%	-12%	1	-1%	0%
COc1ccc(C(=O)CN(C(=O)c2ccc(Cl)cc2)N2C(=O)C3CCCCC3C2=O)cc1 (stereo not drawn)	7%	-7%	1%	1%	-5%	-15%	-6%	1%	-5	0%	-1%
Cc1cc(=O)[nH]c(-c2ccc(C(F)(F)F)cc2)n1	36%	-4%	-13%	-6%	-7%	-8%	/	0%	-29	2%	1%
Cc1cccc(OCC(=O)NCCNC(=O)c2cnccn2)c1	-25%	2%	2%	-1%	12%	0%	4%	0%	-4	4%	/
O=C(NCC1CCCO1)C1CCCN1C(=O)Nc1ccccc1[N+](=O)[O-] (stereo not drawn)	-6%	-2%	0%	-5%	12%	-12%	1%	-1%	-21	2%	/
COc1ccc(Cl)cc1-n1c(C)ccc1C	12%	-14%	2%	-2%	2%	0%	3%	15%	-11	11%	-9%
CC(C)(O)C#Cc1ccc(C(=O)N2CCN(c3ccccc3)CC2)cc1	-1%	-1%	-1%	-3%	-7%	2%	9%	-2%	-4	-3%	-8%
COc1ccccc1NC(=O)CSc1nnc(-c2ccco2)n1Cc1ccco1	34%	-1%	-1%	1%	4%	-2%	0%	2%	-6	-1%	2%
COc1cc(CCC(=O)Nc2ccc(C)c(S(=O)(=O)N3CCCCCC3)c2)cc(OC)c1OC	/	-71%	0%	-12%	-17%	/	/	-6%	-6	0%	/
Cc1ccc(NC(=O)C2CCN(S(=O)(=O)c3ccc4c(c3)CCCC(=O)N4)CC2)cc1N(C)C	-6%	-23%&-6%	4%&-9%	-5%	-2%	22%	?	-8%	-2	-14%	/
O=c1cc(CSc2nnc(COc3ccccc3)o2)c2ccccc2[nH]1	-4%	1%	4%	-4%	-2%	-5%	-15%	0%	-2	-5%	4%
Cc1sc(N(C(=O)CCc2ccccc2)c2ccc(C(=O)O)cc2)nc1-c1ccccc1	34%	-28%	-12%	-1%	-14%	-8%	?	-5%	3	-2%	?
Cc1cc(C)cc(NC(=O)COC(=O)c2cc(=O)[nH]c(=O)[nH]2)c1	9%	7%	2%	-2%	-9%	5%	13%	-5%	5	14%	-6%
CC(=O)N(C(C)=O)c1nc(-c2ccccc2)cn1/N=C/c1ccccc1	23%	-70%	?	-7%	-6%	-25%	/	-6%	7	0%	0%
COc1ccc(C(C(=O)NC(C)(C)C)N(C(=O)CNC(=O)c2cccs2)c2ccc(C(C)C)cc2)cc1OC (stereo not drawn)	15%	-34%	0%	-5%	-7%	1%	-15%	-1%	1	2%	4%
COc1ccc(NC(=O)Cn2nnc(C(=O)NCc3ccc4c(c3)OCO4)c2N)cc1	-28%	-1%&12%	0%&0%	-1%	-2%	0%	-3%	?	-6	3%	0%
O=C(c1cc(C(=O)N2CCOCC2)c2nc3ccccc3n2c1)c1cc(Cl)cc(Cl)c1O	15%	-36%	-2%	-2%	-1%	0%	/	0%	3	0%	9%
Cc1ccccc1C(=O)O	?	3%	1%	2%	-3%	?	/	5%	5	-4%	/
O=C(Nc1ccnn1C1CCN(Cc2cc(Cl)ccc2O)CC1)c1cccnc1	5%	6%	-2%	-1%	19%	-12%	6%	-2%	-9	4%	/
CCOC(=O)N1CCC(N2CCCC(C(=O)c3cccc(OC)c3)C2)CC1 (stereo not drawn)	13%	11%	-1%	-3%	-5%	-1%	/	0%	6	-5%	-1%
Cc1cccc(N/C(N)=N/c2nc(C)c(Cc3ccccc3)c(=O)[nH]2)c1	-2%	-39%	0%	-5%	-1%	-16%	-2%	8%	-13	4%	0%
NC(=O)C1CCN(C(=O)CN2CCCc3ccccc32)CC1	40%	-15%	-4%	-1%	-5%	1%	?	4%	-17	23%	1%
COc1ccc(OC)c(C2/C(=C(/O)c3ccccc3)C(=O)C(=O)N2Cc2ccco2)c1 (stereo not drawn)	14%	-1%	1%	0%	3%	-10%	-3%	-6%	-8	-1%	-11%
Cc1ccc(C)n1-n1c(C)nc2scc(-c3ccccc3)c2c1=O	-7%	-6%	-1%	-4%	1%	2%	-10%	20%	1	0%	-8%
O=C(COc1ccccc1O)NC1CCCC1	/	2%	-1%	-3%	-6%	/	/	0%	-1	-1%	/
Cc1ccc(SCC(=O)NC2CC3CCC(C2)N3C)cc1 (stereo not drawn)	21%	10%	0%	0%	1%	-12%	/	-1%	13	5%	-1%
CCCCOC(=O)C(C)Nc1n[nH]c(=S)[nH]c1=O (stereo not drawn)	-1%	-25%	0%	-2%	13%	11%	/	1%	-2	-4%	0%
CCC(OC(=O)CN1C(=O)C(=O)c2ccccc21)C(=O)Nc1ccccc1OC (stereo not drawn)	3%	1%	-1%	3%	-3%	1%	20%	0%	2	9%	-1%
CC(=O)c1ccc(Cc2ccc(C(C)=O)cc2)cc1	-4%	10%	-5%	-8%	11%	-3%	4%	3%	?	7%	-7%
Cc1onc(-c2ccccc2)c1C(=O)Oc1cccnc1	7.9µM*	4%[1.84 µM]	9%	-4%	1%	-6%	-4%	1%	5	?	2%
COc1ccc(C(=O)C2CCCN(S(=O)(=O)c3cccnc3)C2)c(C)c1 (stereo not drawn)	32%	0%	-2%	-7%	-8%	-1%	6%	-6%	-5	-1%	-1%
CN1CCN(c2ccccc2NC(=O)c2ccc([N+](=O)[O-])o2)CC1	?	-109%[inhibitor]	1%	-41%[inhibitor]	-28%	?	/	-22%	-92*	29%	-3%
Cc1ccc(S(=O)(=O)NCC(=O)N(CC(=O)NCC2CCCO2)c2cccc(F)c2)cc1 (stereo not drawn)	11%	-10%	0%	0%	1%	-3%	16%	-1%	4	-5%	/
Cc1ccc(NC(=O)COC(=O)Cc2ccsc2)cc1S(=O)(=O)N(C)C	16%	6%	-7%	-2%	-5%	-8%	/	3%	-12	1%	18%
CC1(C)Cc2nc3nc(SCC(=O)NCc4ccccc4)n(-c4ccccc4)c(=O)c3cc2CO1	22%	/	4%	-4%	6%	-1%	-28%	-2%	/	1%	-2%
Cc1ccc(C)c(N=C2NC(=O)CS2)c1	-13%	-19%	0%	-5%	6%	3%	4%	2%	-23	2%	-7%
CCOP(=O)(OCC)C(Nc1ccccc1)c1cccnc1 (stereo not drawn)	8%	-8%	2%	-2%	-2%	-1%	/	0%	-16	4%	0%
COc1ccc(C2c3c(ccc4ccccc34)Oc3ncn4nc(-c5ccco5)nc4c32)cc1 (stereo not drawn)	1%	-14%	3%	-2%	-1%	0%	-22%	-1%	-9	-10%	1%

Screens as filed in PubChem BioAssay.

Not all compounds are listed; the hit share may differ from the screen's.
